Screening data: PubChem BioAssay, National Center for Advancing Translational Sciences (NCATS)
AmpC inh detg – inhibitors of E. coli AmpC beta-lactamase with detergent. Potency, µM (highest dose often 114 µM), inactives show top-dose activity change, negative = inhibition, most hits filed as inhibitors. AmpC hydrolysis of nitrocefin, absorbance 480 nm, 0.01% Triton. 0.041% of 370,000 active;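 further: potency means the concentration at half of the fitted maximal effect; 0% = no-compound wells and -100% = no-enzyme wells; nearly all actives have a fitted effect of over 25% in size; some results filed as inactive show a strong effect at the top dose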
Target sequence (P00811 whole entry, looked up): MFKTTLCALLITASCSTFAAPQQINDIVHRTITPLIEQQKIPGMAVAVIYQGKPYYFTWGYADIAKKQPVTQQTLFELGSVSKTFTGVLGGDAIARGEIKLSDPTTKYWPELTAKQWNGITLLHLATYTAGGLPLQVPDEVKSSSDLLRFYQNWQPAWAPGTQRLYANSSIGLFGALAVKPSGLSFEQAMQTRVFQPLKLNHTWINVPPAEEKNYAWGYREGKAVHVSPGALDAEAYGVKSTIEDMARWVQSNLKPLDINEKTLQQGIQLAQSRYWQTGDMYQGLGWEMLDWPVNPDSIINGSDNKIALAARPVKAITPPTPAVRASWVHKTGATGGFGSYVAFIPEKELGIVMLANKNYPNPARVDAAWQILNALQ
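AmpC (5.3 nM in the dispensed reagent) in 20 mM phosphate pH 7.0 with 0.01% (detergent screen) or 0.0001% Triton X-100 was preincubated with compounds for 15 min at room temperature. Nitrocefin was then added from an 800 uM solution, and hydrolysis was followed at 480 nm.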
HCMV inh – inhibitors of human cytomegalovirus | HFF cells, HCMV-luciferase reporter, 72 h; stronger effect = lower value | activity change, negative = inhibition, % at 57.5 µM | 4.5% of 410,000 active; in the data active means activity change below about -60%; inconclusive means no clear call, values can overlap the other calls; inactive means above about -39%
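Luciferase read-out from HCMV-luciferase-infected HFFs (MOI 1 PFU/cell) 72 h post infection at 37C; compounds added after 16 h cell attachment; activity normalized between buffer-only basal and Salinomycin (10uM) inhibitor controls.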
AMA1 RON2 block – disrupts binding of P. falciparum AMA1 to RON2 | 0.2% of 360,000 active | AlphaScreen AMA1-biotinylated RON2 peptide binding | Potency, µM (series often up to 58.2 µM), for the others: at the top dose activity change, negative = inhibition, actives largely listed as inhibitors;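 further: potency means the concentration at half of the fitted maximal effect; 0% = vehicle wells and -100% = peptide control; nearly all actives have a fitted effect of over 45% in size; some results filed as inactive show a strong effect at the top dose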
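AMA1 (3D7) with his tag at 25 nM final met compounds first, then biotinylated RON2 peptide at 25 nM; detection used donor plus acceptor beads, 10 µg/mL apiece, read by AlphaScreen after 30 min at room temperature.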
TbPYK inhibitor – T. brucei pyruvate kinase inhibition; Q57TT1; TbPYK enzyme, Kinase-Glo Plus ATP luminescence, 45 min; Potency, µM (titrated, usually from 76.8 µM), without a hit: at the top dose activity, negative = inhibition, most hits filed as inhibitors; 0.12% of 410,000 active; further: potency means the concentration at half of the fitted maximal effect; nearly all actives have a fitted effect of over 50% in size
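Quantitative HTS: titrated library compounds versus trypanosomal pyruvate kinase in TEA buffer (pH 7.2) containing KCl, MgCl2, BSA and Tween-20. Reactions were initiated with ADP, 130 uM final. Kinase-Glo Plus luminescence was read after 45 min at RT.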
Sm TGR block – S. mansoni TGR enzyme inhibition. purified TGR, DTNB reduction, TNB absorbance 405 nm. Potency, µM (titrated, usually from 114 µM), without a hit: at the highest dose activity change, negative = inhibition, hits mostly inhibitors. 3% of 360,000 active. AID 485364; further: potency means the concentration at half of the fitted maximal effect; nearly all actives have a fitted effect of over 60% in size
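Kinetic colorimetric format: TGR-catalysed, NADPH-driven DTNB reduction monitored via TNB absorbance. Enzyme dispensed at 20 nM; compound exposure 15 min at room temperature before reaction start.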
LmPK inhibitor – blocks Leishmania mexicana pyruvate kinase activity. AID 1721. purified LmPK, Kinase-Glo ATP luminescence, 1 h. Potency, µM (highest dose often 57.5 µM), without a hit: top-dose activity change, negative = inhibition, actives largely listed as inhibitors. 0.37% of 290,000 active. Q27686; further: potency means the concentration at half of the fitted maximal effect
Target sequence (Q27686 whole entry, looked up): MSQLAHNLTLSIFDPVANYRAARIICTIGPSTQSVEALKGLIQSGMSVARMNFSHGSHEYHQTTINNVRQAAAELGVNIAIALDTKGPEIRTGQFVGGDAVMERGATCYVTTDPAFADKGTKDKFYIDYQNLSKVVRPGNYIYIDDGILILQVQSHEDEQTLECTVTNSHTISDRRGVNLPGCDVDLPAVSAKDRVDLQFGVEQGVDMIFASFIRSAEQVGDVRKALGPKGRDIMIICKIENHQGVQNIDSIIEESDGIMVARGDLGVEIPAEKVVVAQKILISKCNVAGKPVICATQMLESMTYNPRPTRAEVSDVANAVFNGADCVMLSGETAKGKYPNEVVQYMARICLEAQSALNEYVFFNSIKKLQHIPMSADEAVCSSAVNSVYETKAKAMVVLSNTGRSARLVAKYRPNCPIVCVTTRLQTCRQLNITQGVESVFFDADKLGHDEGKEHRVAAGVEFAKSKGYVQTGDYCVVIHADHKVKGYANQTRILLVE
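Pyruvate kinase activity monitored as ATP production (luciferase luminescence). Conditions: 0.1 nM enzyme, 0.5 mM PEP, 0.1 mM ADP, 1 h, RT; normalized against uninhibited and no-enzyme wells.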
AmpC inh no detg – inhibitors of E. coli AmpC beta-lactamase without detergent; P00811; AmpC nitrocefin hydrolysis, absorbance 480 nm, 0.0001% Triton; Potency, µM (top dose mostly 57.1 µM), for inactives: top-dose activity change, negative = inhibition, hits mostly inhibitors; 0.52% of 330,000 active; AID 485341;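 further: potency means the concentration at half of the fitted maximal effect; plate controls were no compound for no effect and no enzyme for full effect; nearly all actives have a fitted effect of over 20% in size; some results filed as inactive show a strong effect at the top dose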
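20 mM phosphate pH 7.0 + 0.01% (detergent screen) or 0.0001% Triton X-100; 5.3 nM AmpC reagent; cpd preinc 15 min RT; nitrocefin (800 uM stock) to start; A480 q20 s × 4 min; Activity was normalised to no-enzyme and no-compound control wells.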
The depositor's hits bear a star; ? = inconclusive; . = no result given; & = joins results of further samples; [ ] = dose if it differs, or a comment. Unless noted, the call rests on the fitted dose curve; in most records, active means well fitted curve in the direction sought with a large enough effect; inconclusive means small, poorly fitted or top-dose-only effect, or another doubt; inactive means no such curve, though single readings can be large; an effect the other way counts as inactive or inconclusive. Unless noted, on the % scale 0 is the no-effect control and ±100 the full control effect.

SMILES	AmpC inh detg	HCMV inh	AMA1 RON2 block	TbPYK inhibitor	Sm TGR block	LmPK inhibitor	AmpC inh no detg
Cc1ccc(S(=O)(=O)N2CCN(C(=O)CC3CCCC3)CC2)cc1	-12%	50	-4%	-9%	0%	4%	21%
COCCNC(=O)C(c1ccccc1)N(CCOC)C(=O)Cn1nnc2ccccc21 (stereo not drawn)	?	30	-15%	6%	8%	-3%	-1%
C=CCc1c(C)nc2c(OC)cccc2c1Cl	-1%	-83*	12%	-6%	26%	0%	105%[activator]
CCN(CC1COc2ccccc2O1)C(=O)CN1C(=O)NC(C)(c2ccccc2)C1=O (stereo not drawn)	0%	0	-12%	7%	-2%	.	116%[activator]
CC1CCC/C(=C\Nc2ccc(O)cc2)C1=O (stereo not drawn)	?	-34	1%	-26%	40µM*	1%	-25%
CC(Oc1ccc(F)cc1)C(=O)Nc1cc(S(=O)(=O)N2CCCCC2)ccc1N1CCOCC1 (stereo not drawn)	-13%	-27	-10%	2%	-4%	.	-6%
Cc1ccc(-n2nnnc2C2CCN(S(=O)(=O)c3ccc(OC(F)(F)F)cc3)CC2)cc1	17%	-15	.	4%	-2%	.	.
COc1ccc(/C=N/OCC(=O)Nc2ccc3c(c2)OCO3)c(OC)c1	-10%	?	7%	-12%	1%	2%	-26%[11.4 µM]
Cc1cc(C(=O)COC(=O)Cc2ccc(Br)cc2)c(C)n1C	-15%	-14	-19%	3%	-8%	.	-16%
CC1=C(c2ccc(C)c(C)c2)S(=O)(=O)N=C1N1CCC(C(=O)NCc2ccccc2C)CC1	-4%	-5	.	-7%	0%	.	.
CCCCNC(=O)CSc1nnc(Cc2ccc(Cl)c(Cl)c2)c(=O)[nH]1	-8%	-32	13%	-7%	-15%	4%	-37%
CCOc1cc(/C=C2/C(=N)N3OC(C)=CC3=NC2=O)ccc1OCCOc1ccccc1	-3%	9	17%	4%	3%	5%	2%
COCCCNC(=O)c1c(N)n(/N=C/c2cccnc2)c2nc3ccccc3nc12	?	-13	54%[activator]	5%	-2%	1%	5%
O=C(OC(C(=O)NCc1ccc2c(c1)OCO2)c1ccncc1)c1ccc(Cl)nc1 (stereo not drawn)	2%	0	1%	-1%	-1%	-7%	-6%
CCN1CCN(C(=O)c2ccc(OCC(=O)Nc3ccc(F)cc3)c(OC)c2)CC1	5%	-26	-7%	3%	0%	-5%	-10%
NC(=O)c1oc2ccccc2c1NC(=O)c1ccco1	?	-18	-4%	2%	-16%	-1%	1%
Cc1cc(C)c(C#N)c(SCc2nnc(-c3ccccc3[N+](=O)[O-])o2)n1	-3%	-95*	-4%	-5%	.	0%	2%
O=C(Nc1ccccc1Cl)c1ccccc1S(=O)(=O)c1ccccc1[N+](=O)[O-]	-2%	-29	-7%	-10%	5%	2%	-14%
CC(NC(=O)c1ccco1)c1nc(-c2ccccc2)no1 (stereo not drawn)	6%&18%	-22&-9	-14%	0%&-8%	-3%&-1%	-2%	-10%
CC1(C)CC(=O)CC(C)(C)N1OC(=O)c1ccccn1	1%	1	13%	-2%	-2%	-3%	-2%

2 entries drawn at random from the list so far:
SMILES	AmpC inh detg	HCMV inh	AMA1 RON2 block	TbPYK inhibitor	Sm TGR block	LmPK inhibitor	AmpC inh no detg
Cc1ccc(-n2nnnc2C2CCN(S(=O)(=O)c3ccc(OC(F)(F)F)cc3)CC2)cc1	17%	-15	.	4%	-2%	.	.
O=C(OC(C(=O)NCc1ccc2c(c1)OCO2)c1ccncc1)c1ccc(Cl)nc1 (stereo not drawn)	2%	0	1%	-1%	-1%	-7%	-6%

The list goes on.
SMILES	AmpC inh detg	HCMV inh	AMA1 RON2 block	TbPYK inhibitor	Sm TGR block	LmPK inhibitor	AmpC inh no detg
COc1cc(C(=O)Oc2ccccc2/C=N/NC(=O)c2ccc(Cl)cc2)cc(OC)c1OC	-5%	-99*	5%	-3%	5%	1%	0%
Cc1ccc(NC(=O)CN(C)C(=O)COC(=O)COc2cc(C)cc(C)c2)cc1	.	58	-3%	-7%	.	.	.
CCN(CC(=O)Nc1ccc(NC(C)=O)cc1)C(=O)/C=C/c1ccc([N+](=O)[O-])cc1	?	-21	17%	1%	4%	.	-27%
Cc1nnc(NC(=O)c2cccn(Cc3ccc(Cl)cc3)c2=O)s1	0%	14	.	-14%	9%	.	.
O=C(Cc1cccc(NC(=O)C2CCN(C(=O)C3CC3)CC2)c1)Nc1cccc(C(=O)N2CCCC2)c1	2%	?	4%	-1%	-1%	.	40%
O=C(NC(=S)Nc1cc(Cl)ccc1Cl)c1ccco1	.	6	49%[activator]	0%	.	.	.
Cc1ccc(-c2csc(NC(=O)COc3ccc(N(C)S(=O)(=O)c4ccc(C)cc4)cc3)n2)cc1	-11%	?	0%	-17%	1%	2%	-52%
Cc1nc2ncnn2c(C)c1CCC(=O)NC(C)CCc1ccco1 (stereo not drawn)	-2%	28	-1%	.	0%	1%	-6%
CCN(C(=O)c1oc2ccc(S(=O)(=O)N3CCCCCC3)cc2c1C)c1ccccc1	11%	-9	.	2%	7%	.	.
CC(=O)Nc1ccc(NC(=O)c2c(C)nn(-c3ccccc3)c2-n2cccc2)cc1	1%	54	.	-5%	-12%	.	.
O=C(CCCNC(=O)c1ccc(Cl)cc1)NCc1ccccc1Cl	?	.	1%	-2%	-2%	-6%	-8%
COc1cccc(NC(=S)N2CCN(Cc3ccccc3)CC2)c1	-19%	-17	-8%	-3%	-6%	0%	-22%
COc1ccc(NC(=O)CSc2nc3ccccc3c3nc4ccccc4n23)cc1	-4%	21	1%	-2%	3%	2%	-7%
CCn1cc(C(=O)NCC(=O)NCCCN2CCOCC2)c(=O)c2cc3c(cc21)OCO3	3%	-18	8%	-7%	7%	-9%	-16%
O=C(CSc1nnc(-c2ccncc2)o1)Nc1cccc(Cl)c1	.	16	8%	-2%	.	.	-12%
Cc1oc2ncnc(N3CCCCC3)c2c1C(=O)Nc1cccc(Cl)c1C	-3%	?	.	0%	-1%	.	.
Cc1cc(C)nc(NC(=O)c2ccc(OC(C)C)cc2)n1	?	69	0%	-5%	-9%	-8%	-5%
Cc1ccc(S(=O)(=O)CCC(=O)NCCC2=CCCCC2)cc1	?	35	-11%	3%	4%	.	-14%
CCSCc1nnc(SCC(=O)Nc2nccs2)n1CC	0%	-39	17%	1%	-5%	0%	-20%
COC(=O)[C@]12CCCCC=C1N(Cc1ccco1)C(=O)[C@H](CC(=O)NCCCN1CCCC1=O)C2	.	19	8%	-3%	.	.	.
CNc1nnc(SCC(=O)c2cc(C)n(C3CC3)c2C)s1	-3%	87	1%	-17%	-26%	.	22%
COc1ccc(NC(=O)CSCC(=O)N(C)Cc2c(F)cccc2Cl)cc1	-10%	?	40%[activator]	-3%	-8%	.	-30%
CC(C)OCCCNC(=O)c1ccc2c(c1)ncn2C1CCCC1	-14%	0	-3%	2%	-12%	-2%	-13%
O=C(CCc1ccccc1)Nc1ccc(NC(=O)C2CCCCC2)nc1	5%	-26	-11%	-6%	2%	4%	-11%
O=C(Nc1ccc2c(c1)[C@@H]1C[C@@H](CC(=O)N3CCOCC3)O[C@@H](CO)[C@@H]1O2)NC1CCCC1	.	17	-6%	11%	.	.	.
Cc1ccc(N(C(=O)c2ccc3c(c2)OCO3)C2C=CS(=O)(=O)C2)cc1C (stereo not drawn)	-1%	?	-17%	3%	-24%	-9%	55%
O=C(/C=C/c1ccccc1)Nn1cnnc1	?	-1	-10%	5%	3%	6%	-11%
N#C/C(=C(/O)COC(=O)c1ccccc1O)c1nc2ccccc2s1	-14%	-4	8%	8%	3%	-2%	-31%
O=C(c1ccc(=O)[nH]n1)N1CCN(S(=O)(=O)c2ccccc2F)CC1	.	79	-3%	-1%	.	.	-9%
O=C(NCc1ccc(Cl)c(Cl)c1)c1cc(C2CCCCN2C(=O)CCc2ccccc2)on1 (stereo not drawn)	.	16	-3%	0%	.	.	.
CCCN1CCN(CCCNC(=O)c2ccc(CS(=O)c3ccccc3C)o2)CC1 (stereo not drawn)	2%	63	1%	-1%	1%	-13%	-10%
O=C(CSc1nnnn1-c1ccc(F)cc1)NC1CCCCC1	1%	30	4%	-6%	?	-2%	-17%
Cc1ccc(C(=O)C2=C(O)C(=O)N(Cc3cccnc3)C2c2cccc(Oc3ccccc3)c2)o1 (stereo not drawn)	.	-23	62%[activator]	-3%	.	.	.
COc1ccc(C2C(C(=O)Nc3cccc(C)n3)c3ccccc3C(=O)N2C)cc1 (stereo not drawn)	0%	35	-13%	2%	2%	3%	10%
CCOC(=O)C/C(C)=N/NC(=O)CNc1cccc(Cl)c1C	1%	-19	31%[activator]	-2%	4%	0%	-12%
CCn1c(-c2cccn(Cc3ccc(Cl)cc3Cl)c2=O)n[nH]c1=S	0%	-15	75%[activator]	5.6µM*	4%	11%	-15%

Among those listed so far, these have a furan ring, fused or not.
SMILES	AmpC inh detg	HCMV inh	AMA1 RON2 block	TbPYK inhibitor	Sm TGR block	LmPK inhibitor	AmpC inh no detg
NC(=O)c1oc2ccccc2c1NC(=O)c1ccco1	?	-18	-4%	2%	-16%	-1%	1%
CC(NC(=O)c1ccco1)c1nc(-c2ccccc2)no1 (stereo not drawn)	6%&18%	-22&-9	-14%	0%&-8%	-3%&-1%	-2%	-10%
O=C(NC(=S)Nc1cc(Cl)ccc1Cl)c1ccco1	.	6	49%[activator]	0%	.	.	.
Cc1nc2ncnn2c(C)c1CCC(=O)NC(C)CCc1ccco1 (stereo not drawn)	-2%	28	-1%	.	0%	1%	-6%
CCN(C(=O)c1oc2ccc(S(=O)(=O)N3CCCCCC3)cc2c1C)c1ccccc1	11%	-9	.	2%	7%	.	.
Cc1oc2ncnc(N3CCCCC3)c2c1C(=O)Nc1cccc(Cl)c1C	-3%	?	.	0%	-1%	.	.
COC(=O)[C@]12CCCCC=C1N(Cc1ccco1)C(=O)[C@H](CC(=O)NCCCN1CCCC1=O)C2	.	19	8%	-3%	.	.	.
CCCN1CCN(CCCNC(=O)c2ccc(CS(=O)c3ccccc3C)o2)CC1 (stereo not drawn)	2%	63	1%	-1%	1%	-13%	-10%
Cc1ccc(C(=O)C2=C(O)C(=O)N(Cc3cccnc3)C2c2cccc(Oc3ccccc3)c2)o1 (stereo not drawn)	.	-23	62%[activator]	-3%	.	.	.
